Assay outcomes as filed in PubChem.
TNAP inh hi DEA: TNAP (human) inhibition, high acceptor. P05186. purified TNAP, CDP-star luminescence, 1 M DEA. inhibition, % at 20 µM. 0.03% of 200,000 active. AID 1135;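 active = over 50% inhibition of tissue-nonspecific alkaline phosphatase at 20 µM in the single-dose screen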;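 note: plate controls were DMSO wells for no effect and EDTA-quenched wells as full inhibition for full effect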
TNAP inh no acc: blocks human TNAP activity with no phosphate acceptor present; P05186; purified TNAP, CDP-star luminescence, 30 min; inhibition, % at 20 µM; 0.26% of 200,000 active; AID 1012;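 active = tissue-nonspecific alkaline phosphatase inhibition above about 50% at 20 µM in the single-dose screen, limit read from the data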;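 note: 0% = DMSO negative control and 100% = EDTA positive control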
TNAP act hi DEA: activators of human TNAP at high phosphate acceptor concentration; P05186; purified TNAP, CDP-star luminescence, 1 M DEA, 30 min; hits give high values; 0 = EDTA background, 1 = DMSO-only activity; 200,000 tested, under 10 active; activation factor at 20 µM;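 active = activation factor at least 2 at 20 µM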
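Test system – human TNAP · Doses – 20 µM single point · Incubation – 30 min, room temperature · Signal – luminescent substrate turnover signal · Read-out basis – activation factor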
bIAP act: increases bovine intestinal alkaline phosphatase activity | purified bovine IAP, CDP-star luminescence, 30 min; hits give high values; fold of DMSO-control signal, blank-subtracted | activation factor at 20 µM | 0.17% of 200,000 active | AID 1016;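 active = activation factor of 2 or more at 20 µM, a signal rise over negative controls twice the positive control's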
bIAP inhibitor: intestinal alkaline phosphatase (bovine) inhibition. 190,000 tested, under 10 active. purified bovine IAP, CDP-star luminescence, 30 min. inhibition, % at 20 µM;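 active = over 50% inhibition of intestinal alkaline phosphatase at 20 µM in the single-dose screen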
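Assay system: bovine IAP enzyme; medium: DEA buffer 100 mM, pH 9.8, with MgCl2 1.0 mM, ZnCl2 0.02 mM; doses: 20 µM single dose; incubation: enzyme reaction for 30 min at room temperature; detection: CDP-star luminescence signal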
APP transl inh: APP translation inhibition. SH-SY5Y APP 5'UTR-luciferase reporter, luminescence. inhibition, % at 2 µM. 0.82% of 190,000 active;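 active = inhibition above a set limit, derived from the sample mean plus 3 SD, cut at about 45% in these data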; note: values of inactives mirror those of a sister screen read the other way
RAM inhibit: blocks the yeast RAM network; S. cerevisiae dse1pr::URA3 reporter, 5-FOA growth OD615, 2 d; analog-sensitive cbk1-as2 kinase mutant strain; inhibition, % at 50 µM; 1.8% of 190,000 active;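 active = inhibition above a set limit, 3 SD over mean compound inhibition, cut at about 8.4% in these data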;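 note: 0% = DMSO-only wells with no growth and 100% = 10 µM 1-NA-PP1 full growth; inhibition rescues growth on 5-FOA so higher OD means more RAM inhibition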
FLuc inh counter: inhibits firefly luciferase, flagging false hits in luciferase inhibition screens. ATPLite firefly luciferase biochemical luminescence, 10 min. AID 1006. inhibition, % at 10 µM. P08659. 1.5% of 200,000 active;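 active = inhibition above about 50% when tested at 10 µM, limit read from the data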
Target sequence (P08659 whole entry, looked up): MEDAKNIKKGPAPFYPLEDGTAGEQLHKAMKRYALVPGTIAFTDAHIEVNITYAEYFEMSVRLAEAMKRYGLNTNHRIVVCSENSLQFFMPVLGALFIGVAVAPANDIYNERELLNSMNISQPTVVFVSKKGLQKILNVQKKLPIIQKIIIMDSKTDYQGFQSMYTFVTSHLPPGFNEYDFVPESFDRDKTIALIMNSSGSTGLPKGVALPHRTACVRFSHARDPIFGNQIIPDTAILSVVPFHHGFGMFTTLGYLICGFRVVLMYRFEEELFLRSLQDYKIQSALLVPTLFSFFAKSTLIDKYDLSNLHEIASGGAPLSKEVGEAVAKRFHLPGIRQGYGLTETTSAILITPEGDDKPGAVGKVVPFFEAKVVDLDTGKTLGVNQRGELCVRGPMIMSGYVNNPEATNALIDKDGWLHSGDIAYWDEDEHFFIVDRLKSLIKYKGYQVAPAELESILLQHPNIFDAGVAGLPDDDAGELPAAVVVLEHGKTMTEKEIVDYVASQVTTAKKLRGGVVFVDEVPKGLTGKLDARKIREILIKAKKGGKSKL
Lmaj promast: Leishmania major promastigote growth inhibition; inhibition, % at 10 µM; AID 1063; 9% of 200,000 active; Leishmania major promastigotes, resazurin fluorescence viability; in the data active = inhibition above about 50%;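 note: promastigotes grown with compound for 44 hours at 28 °C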
FLuc stim CS: affects firefly luciferase, flagging false hits in luciferase stimulation screens | activation factor at 10 µM | 200,000 tested, under 10 active | ATPlite luciferase biochemical, luminescence, 10 min; 0 = ATP-free wells, 1 = DMSO control;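 active = luciferase activation factor, scaled between plate controls, of at least 2 with compound at 10 µM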
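System: Luciferase/luciferin detection reagent, cell-free biochemical luciferase assay | Medium: PBS buffer for ATP | Dosing: Test compounds dosed from 2 mM stocks in 100% DMSO | Timing: 10 min at ambient temperature | Signal: Luminescence measurement of luciferase light output | Evaluation: Luciferase activation, seen as luminescence increase over controls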
An asterisk follows results filed as active; · = no result given; & = joins results of further samples.

Screens in order – TNAP inh hi DEA	TNAP inh no acc	TNAP act hi DEA	bIAP act	bIAP inhibitor	APP transl inh	RAM inhibit	FLuc inh counter	Lmaj promast	FLuc stim CS
1) Cc1ccc2[nH]c(=O)c(-c3nc4cc(C)ccn4c3NCc3ccco3)cc2c1
    -3	-16	1	0.9	6	-41	7.6	-5	38	1
2) CCOC(=O)C(NC(C)=O)C(O)c1ccc([N+](=O)[O-])cc1 (stereo not given)
    6	-4	0.9	1	-3	9	4.0	-2	-6	1
3) CC(=O)NS(=O)(=O)c1ccc(N=NN2CCOCC2)cc1
    2	15	1	1	1	-3	1.2	-8	-8	1.1
4) Cc1c(C)[n+](=O)c(-c2cccs2)c(C)n1[O-]
    0	-5	1	1	-1	-17	-0.1	-4	-6	1
5) C=CCNC(=O)COC(=O)c1ccc(Sc2nncn2C)c([N+](=O)[O-])c1
    -3	2	1	1.1	-8	10	0.4	-5	-8	1.1
6) O=Cc1cn(CCC(=O)O)nc1-c1cccc(Br)c1
    -6	-9	1.1	1	3	-9	-0.4	-8	0	1.1
7) Cc1cccc(C(=O)N2CCc3c([nH]c4ccccc34)C2CC(C)C)n1 (stereo not given)
    -1	-4	1	1.2	-18	-12	-1.8	-3	32	1
8) Cc1cc(C)c(S(=O)(=O)N2CCCOC2CNC(=O)C(=O)NCc2ccco2)c(C)c1 (stereo not given)
    -1	-10	1	0.9	14	-12	0.7	-3	7	1
9) Cc1nn(-c2ccccc2)c(Cl)c1/C=N/NC(=O)c1ccc(NS(=O)(=O)c2cccs2)cc1
    -4	-13	1	1.1	-7	-37	4.0	71*	34	0.3
10) O=C(Nc1ncccc1Cl)C(Sc1ccccc1)c1ccccc1 (stereo not given)
    -3	3	1	1	4	-6	1.8	-6	4	1.1
11) CCCCCNC(=O)C1CC(=O)OC12CCCCC2 (stereo not given)
    -5	-8	1	0.9	10	-5	0.6	-5	-6	1.1
12) Cc1cc(C)c(NC(=O)CN2C(=O)NC(CCc3ccccc3)C2=O)c(C)c1 (stereo not given)
    -1	-5	1	1.1	-6	-22	1.6	-6	4	1.1
13) Cc1cccc(NC(=O)C2CCCN2C(=O)NC2CCCCC2)c1 (stereo not given)
    -5	-1	1	1	-2	0	4.7	1	-1	1
14) O=C(COc1ccc([N+](=O)[O-])cc1)NCc1ccccc1
    -2	-2	1	1	-3	5	-0.9	-2	-5	1
15) CC(=O)Nc1c(C(=O)O)[nH]c2ccccc12
    -1	-14	1	0.9	8	-9	0.5	-4	-5	1
16) COc1ccc(Cl)cc1C(=O)N/N=C/c1ccc(N2CCOCC2)cc1
    -2	-11	1	1	-1	-1	2.8	-8	5	1.1
17) CC1(C)CCCN(C(=O)c2coc(=O)c(Br)c2)C1
    -4	3	1	0.9	10	-16	0.9	-7	3	1.1
18) C=C(C)Cn1cnc2cc(C)c(C)cc21
    -4	-2	1	0.9	8	0	1.7	-6	2	1.1
19) CC(/C=C/c1ccco1)=N/NC(=O)OC(C)(C)C
    -3	-15	1	0.9	9	-18	1.6	12	-3	0.9
20) O=C(Nc1nnc(C2CC2)s1)c1ccccn1
    -7	-66	1.1	1.5	-47	-100	-0.9	63*	85*	0.4

Some of the entries so far, tab-delimited:
No.	SMILES	TNAP inh hi DEA	TNAP inh no acc	TNAP act hi DEA	bIAP act	bIAP inhibitor	APP transl inh	RAM inhibit	FLuc inh counter	Lmaj promast	FLuc stim CS
16	COc1ccc(Cl)cc1C(=O)N/N=C/c1ccc(N2CCOCC2)cc1	-2	-11	1	1	-1	-1	2.8	-8	5	1.1
12	Cc1cc(C)c(NC(=O)CN2C(=O)NC(CCc3ccccc3)C2=O)c(C)c1 (stereo not given)	-1	-5	1	1.1	-6	-22	1.6	-6	4	1.1
15	CC(=O)Nc1c(C(=O)O)[nH]c2ccccc12	-1	-14	1	0.9	8	-9	0.5	-4	-5	1
14	O=C(COc1ccc([N+](=O)[O-])cc1)NCc1ccccc1	-2	-2	1	1	-3	5	-0.9	-2	-5	1
13	Cc1cccc(NC(=O)C2CCCN2C(=O)NC2CCCCC2)c1 (stereo not given)	-5	-1	1	1	-2	0	4.7	1	-1	1
20	O=C(Nc1nnc(C2CC2)s1)c1ccccn1	-7	-66	1.1	1.5	-47	-100	-0.9	63*	85*	0.4

Other entries follow.
Screens in order – TNAP inh hi DEA	TNAP inh no acc	TNAP act hi DEA	bIAP act	bIAP inhibitor	APP transl inh	RAM inhibit	FLuc inh counter	Lmaj promast	FLuc stim CS
21) FC(F)(F)c1cccc(-n2cccc2/C=N/n2cnnc2)c1
    -6	-3	1.1	1	0	5	2.3	-8	3	1.1
22) Cc1cccc(NC(=O)CN(C)S(=O)(=O)c2cnc[nH]2)c1
    -2	-6	1	0.9	10	-25	0.4	-5	-4	1
23) COC(=O)CC1Nc2ccccc2SC1=O (stereo not given)
    -6	-10	1.1	1	4	7	-0.7	-5	-6	1.1
24) COc1ccc(C)cc1NC(=O)C(Sc1ccccc1)c1ccccc1 (stereo not given)
    -3	-20	1	0.9	6	1	12*	-6	4	1.1
25) O=C1C(=O)c2c(C(=O)c3ccccc3)coc2-c2ccccc21
    8	-1	0.9	0.8	20	-33	-1.2	-2	100*	1
26) COCCn1c(SCC(=O)Nc2cccc(C)n2)nnc1-c1ccco1
    -6	-6	1.1	1	-3	-19	0.4	-7	-3	1.1
27) Cc1cccc(C(=O)N/N=C/c2ccc(OC3CSC3)cc2)c1
    -7	-9	1.1	0.9	12	-6	2.5	1	-4	1
28) COc1ccc2[nH]c3nc(SC(C)C)nnc3c2c1
    -2	-4	1	1	0	-185	3.4	63*	-2	0.4
29) O=C(CCCCCN1C(=O)C2C3C=CC(C3)C2C1=O)Nc1nccs1 (stereo not given)
    -8	-14	1.1	1	2	·	0.6	-4	0	1
30) Cc1ccc(Sc2ncccc2C(=O)O)cc1C
    -4	-8	1	1	2	-12	0.4	0	59*	1
31) COc1cc(NC(=S)N2CCN(C(=O)c3ccco3)CC2)c(OC)cc1Cl
    2	-17	1	1.1	-8	-2	1.1	-3	-2	1
32) c1ccc(CNc2ncnc3scc(-c4cccs4)c23)nc1
    -6	-8	1.1	1	2	16	2.0	-1	18	1
33) COc1ccc(OC)c(C2C3=C(N=c4s/c(=C\c5cccc(O)c5)c(=O)n42)c2ccccc2CC3)c1 (stereo not given)
    12	11	0.9	1	0	16	13*	-3	76*	1
34) O=C(Nc1nc(-c2ccccc2)cs1)C1CCCCN1S(=O)(=O)c1ccccc1 (stereo not given)
    -4	-4	1	0.9	8	18	1.9	-8	93*	1.1
35) CC(OC(=O)C1=Cc2ccccc2OC1)C(=O)NC(C)(C)C (stereo not given)
    -3	-5	1	1	-4	17	3.4	-3	10	1
36) COC(=O)c1cc(-c2ccc(OC)c(OC)c2)n[nH]1
    0	9	1	0.9	12	13	0.5	-3	0	1
37) Cc1nn(CC(=O)N2c3ccccc3NC(=O)C2(C)C)c(C)c1[N+](=O)[O-]
    -1	0	1	1.1	-8	16	3.4	-4	1	1
38) COc1ccc(N2C(=O)CC(N3CCN(c4ccc(S(C)(=O)=O)cc4)CC3)C2=O)cc1 (stereo not given)
    -7	-16	1.1	0.9	7	14	2.9	-4	-4	1
39) Cc1cc(C)c(-c2csc(NC(=O)c3cc([N+](=O)[O-])ccc3N3CCOCC3)n2)c(C)c1
    0	-2	1	0.9	13	15	3.7	-3	79*	1
40) CC(=O)N1N=C(c2cccc(Cl)c2)OC1c1cccc([N+](=O)[O-])c1 (stereo not given)
    2	-5	1	1	2	3	0.4	-5	3	1
41) CCS(=O)(=O)Nc1cc(-c2nc3cccnc3s2)ccc1C
    -6	-8	1.1	0.9	13	-104	2.8	16	-3	0.8
42) O=C(O)c1cc(Cl)c(Cl)cc1C(=O)Nc1cccnc1
    -7	2	1.1	1.1	-8	-11	1.7	-2	-5	1
43) CC1=C(C(=O)Nc2ccccc2C)C(c2ccc(C)o2)n2c(s/c(=C/c3ccccc3)c2=O)=N1 (stereo not given)
    2	0	1	1	0	-3	4.3	-4	75*	1
44) Cc1sc(N)nc1-c1cccs1
    -6	-9	1.1	1	4	3	1.3	-5	-5	1
45) O=C(Nc1sc2c(c1C(=O)O)CCCCC2)c1ccccc1
    -5	0	1.1	1.1	-10	-84	5.0	72*	-6	0.3
46) COc1ccc(-c2nc(NC(=O)Cn3ccc(C(F)(F)F)n3)sc2C)cc1
    -2	-11	1	0.9	14	-16	4.9	-2	18	1
47) Cc1ccc(C(=O)OC2CCN(c3ccc([N+](=O)[O-])cc3)CC2)cc1
    0	-11	1	0.9	11	-1	6.3	-2	-3	1
48) O=C(Nc1cccc(Oc2c(F)c(F)c(F)c(F)c2F)c1)N1C[C@@H]2C[C@@H](C1)c1cccc(=O)n1C2
    -4	-14	1	1	3	1&-3	0.0	-9	-3	1.1
49) S=C(NN=C(C1CC1)C1CC1)Nc1ccccc1
    2	-3	1	0.8	23	-14	-0.1	-1	67*	1
